From PubChem BioAssay
DYRK1A inh: Dyrk1A (rat) kinase inhibition; 310,000 tested, 0.43% active; Q63470; ADP-Glo luminescence, NFATc1 peptide; inhibition, % at 12.5 µM; in the data active means inhibition above about 50%;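 further: plate controls were vehicle with enzyme for no effect and no enzyme for full effect; many of its hits are not listed in these tables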
GSK3 alpha inh: inhibitors of human GSK-3 alpha kinase; 320,000 tested, 0.1% active; P49840; inhibition, % at 10 µM; AID 2650; ADP-Glo luminescence, 60 min;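 in the data active means inhibition above about 50%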;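 further: GST-tagged GSK-3 alpha with peptide substrate and 25 µM ATP; 0% = DMSO neutral wells and 100% = GW8510 positive control wells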
Target sequence (P49840 whole entry, looked up): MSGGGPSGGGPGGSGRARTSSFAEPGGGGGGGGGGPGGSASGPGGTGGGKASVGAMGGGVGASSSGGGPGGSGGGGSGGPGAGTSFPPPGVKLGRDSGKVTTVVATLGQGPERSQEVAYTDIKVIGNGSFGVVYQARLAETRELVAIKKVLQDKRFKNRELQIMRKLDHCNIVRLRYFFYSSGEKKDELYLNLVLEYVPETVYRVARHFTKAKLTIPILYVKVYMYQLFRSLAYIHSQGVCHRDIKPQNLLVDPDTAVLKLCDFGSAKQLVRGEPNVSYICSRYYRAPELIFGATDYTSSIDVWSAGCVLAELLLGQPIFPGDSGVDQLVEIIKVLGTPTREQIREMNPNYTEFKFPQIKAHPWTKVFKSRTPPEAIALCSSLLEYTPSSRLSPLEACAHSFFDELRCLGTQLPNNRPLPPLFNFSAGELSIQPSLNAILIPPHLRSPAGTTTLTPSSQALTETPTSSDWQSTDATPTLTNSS
Platelet DG rel: platelet dense granule release activity; human platelet-rich plasma, SFLLRN dense granule ATP release, luminescence; inhibition, %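 (compounds screened at 7.5 µM in platelet-rich plasma)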; 300,000 tested, 0.22% active; AID 1663;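 active means mean replicate score, as percent of positive control, at or above 50; inconclusive means mean below 50 but at least one replicate at or above 50; inactive means mean and every replicate below 50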
PolyA inh: inhibitors of polyadenylation in S. cerevisiae | S. cerevisiae SKY197-pL101 polyadenylation reporter, beta-gal luminescence; efflux-impaired pdr1/pdr3 knockout yeast; score 100 = 6 SD above DMSO | calls only at 12 µM | 300,000 tested, 0.02% active | AID 1875;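 active means lowest replicate activity score at least 50, where 100 means six control SD above control mean; inconclusive means lowest score under 50 but half or more replicates reach 50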;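 further: yeast exposed to compound for 9 h at 30 °C; higher score means more reporter readthrough which indicates perturbed polyadenylation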
HDAC3 inh: human HDAC3 inhibition. recombinant HDAC3, fluorogenic peptide/trypsin coupled, fluorescence. inhibition, % at 8.3 µM. 320,000 tested, 0.15% active; in the data active means inhibition above about 26%, passing the limit was not always enough; inconclusive means no clear call, values can overlap the other calls
Target sequence (O15379 whole entry, looked up): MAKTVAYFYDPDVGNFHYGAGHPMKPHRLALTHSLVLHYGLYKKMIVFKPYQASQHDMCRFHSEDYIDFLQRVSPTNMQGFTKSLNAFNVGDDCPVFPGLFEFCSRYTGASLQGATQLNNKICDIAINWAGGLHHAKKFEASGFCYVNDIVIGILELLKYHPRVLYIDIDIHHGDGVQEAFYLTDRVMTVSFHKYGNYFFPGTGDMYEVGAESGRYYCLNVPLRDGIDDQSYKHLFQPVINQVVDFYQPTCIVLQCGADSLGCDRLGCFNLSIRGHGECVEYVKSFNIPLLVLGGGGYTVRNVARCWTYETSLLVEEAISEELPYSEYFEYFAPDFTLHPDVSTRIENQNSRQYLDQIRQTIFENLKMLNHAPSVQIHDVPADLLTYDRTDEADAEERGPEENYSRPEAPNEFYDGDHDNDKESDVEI
AI-2 QS mod: modulates the Vibrio harveyi AI-2 quorum sensing system; Vibrio harveyi JMH597 AI-2 luminescence/OD600 ratio, 9 h; active compounds read low; strain lacks LuxN and CqsS sensors; 0 = neutral-control median; activity change, % at 7.5 µM; 300,000 tested, 0.4% active; in the data active means activity change below about -75%, passing the limit was not always enough; inconclusive means no clear call, values can overlap the other calls;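 further: luminescence divided by OD600 gain over 9 h not by final OD600 alone; inactives centre near 13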
HSF1 inh: HSF1 inhibition | NIH3T3-HGL HSE-luciferase, MG132-induced, luminescence 8 h; active compounds read low | activity change, negative = inhibition, % at 7.5 µM (by protocol) | AID 2098 | 300,000 tested, 0.77% active;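 active means more than half of replicate wells show activity change below -50%, luminescence cut by over half; inconclusive means some wells, but at most half, below -50%; inactive means no replicate well below -50%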;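 further: luciferase reports HSF-1 transcriptional activity via heat shock element; 0% = median of DMSO wells and -100% = zero luminescence signal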
GSK3B inh: human GSK3beta kinase inhibition. 300,000 tested, 0.038% active. GST-GSK3beta kinase, ADP-Glo luminescence, 60 min; active compounds read low. AID 2097. activity score (negative = inhibition), % at 10 µM;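 active means more than half of replicate wells score below -50%, meaning over 50% inhibition versus plate controls; inconclusive means some replicates but at most half score below -50%; inactive means no replicate scores below -50%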;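 further: 0% = median DMSO wells and -100% = median GW8510 positive control wells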
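Test system: GST-fused GSK3beta enzyme, cell-free | Quantity: 1.6 ng GST-GSK3beta enzyme per well | Reagent: 25 µM ATP with peptide substrate | Schedule: 60 min enzyme reaction, room temperature | Signal: Luminescent ADP-Glo measurement of ADP formed | Read-out basis: Score relative to plate controls | Control set: DMSO and 20 µM GW8510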
HSP90 inh: HSP90 refolding inhibition in rabbit reticulocyte lysate; luciferase refolding luminescence, 3 h; inhibition, % at 5.6 µM; 290,000 tested, 0.91% active;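 active means inhibition above the screen-wide mean plus 3 SD, computed separately per campaign, cut at about 16% in these data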;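 further: 0% = DMSO wells and 100% = 60 µM geldanamycin wells; inhibitors lower the luminescence because luciferase stays unfolded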
HSF-1 act: increases HSF-1 driven luciferase reporter signal; NIH3T3-HGL HSF-1 luciferase reporter, MG132, 8 h; 100% = twice DMSO control signal; activation, % at 9 µM; 300,000 tested, 1.7% active; AID 504408;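 active means mean replicate activation of at least 50% with a set share of replicates each reaching 50%; inconclusive means only one of those two conditions met; inactive means mean below 50% and too few replicates reaching it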;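 further: 0% = median of the neutral control wells and 100% = twice that signal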
Starred values were filed as active, the others as inactive; i = inactive; ? = inconclusive; . = no result given. Only part of the results is shown (hit frequency here may not be typical).

Order of values – DYRK1A inh, GSK3 alpha inh, Platelet DG rel, PolyA inh, HDAC3 inh, AI-2 QS mod, HSF1 inh, GSK3B inh, HSP90 inh, HSF-1 act
> CCN1C(=O)[C@@H]2[C@@H](c3ccc(-c4ccc(Cl)c(Cl)c4)c(OC)c3)N3CCCC[C@@]3(C(=O)OC)[C@@H]2C1=O
  2, -1, -3, i, -2, 46, -1, -3, ., 6
> COc1ccc(-c2cc3nc(C)c(CCC(=O)N4CCN(c5ccccn5)CC4)c(C)n3n2)c(OC)c1
  7, -2, -1, i, -4, 18, 0, 1, -4, -6
> Cc1ccc(Cl)cc1N1CCN(Cc2nc3ccsc3c(=O)[nH]2)CC1
  14, 1, -1, i, 6, 13, 6, 0, -3, 10
> O=C(Nc1ccc(-c2nnc(-c3ccccc3)o2)cc1)C1CCCO1 (stereo not given)
  0, -1, -2, i, -7, 10, -10, 1, -4, 8
> COCCN(C(=O)CCC(=O)Nc1ccccn1)C(C(=O)NCCC(C)C)c1ccc(OC)cc1 (stereo not given)
  2, -2, -2, i, -7, 28, 0, 1, 0, 1
> C/C(=N\NC(=O)c1nnn(-c2nonc2N)c1CN(C)c1ccccc1)c1ccccc1O
  ., -3, -5, i, 1, 31, -3, 0, -4, 14
> CC1(C)CCc2cc(-c3ccnc(=S)[nH]3)ccc2O1
  3, 0, 0, i, -10, 12, -42, 3, 18*, -43
> CCOC(=O)c1c(C(=O)OCC)c(C)n(CCc2ccc(OC)c(OC)c2)c1C
  -1, -1, 7, i, -2, 11, 4, 2, 2, 2
> COc1cc(/C=N/OCC(=O)NC2CCCCC2)ccc1OCc1ccccc1
  1, -2, 1, i, 3, 15, 21, -1, -3, 7
> CCC(=O)Nc1ccc(S(=O)(=O)c2ccc(NC(=O)CC)cc2)cc1
  -2, 0, -12, i, 2, 20, 15, 3, 2, 15
> O=C(Nc1nc2ccccc2n1CCN1CCOCC1)c1cn(-c2ccccc2)nc1-c1ccccc1
  13, 4, 16, i, -4, 11, 4, -19, 1, -14
> O=C(Nc1ccc(Br)cn1)C1CCN(S(=O)(=O)c2cccs2)CC1
  -5, -4, -7, i, -1, 23, 1, -2, -2, 5
> COc1ccc(C=O)cc1Cn1c(=O)n(CCC(=O)NCc2ccco2)c(=O)c2sccc21
  4, 5, -2, ., 4, 5, 4, 2, 4, -5
> NC(=O)c1c(NC(=O)c2cnccn2)sc2c1CCCC2
  4, 2, 2, i, 6, 34, 23, 3, 0, 22
> C[C@H]1CN=C(Nc2ccccc2)N1CC1CCCCC1
  -4, -1, -3, i, 1, 11, 2, -3, -6, 6
> CC1CCN(C(=O)C2CCCN(S(=O)(=O)c3ccc4c(c3)CC(C)N4C(=O)C3CC3)C2)CC1 (stereo not given)
  3, -1, -5, i, 2, 19, 2, 1, 8, 33
> COC(=O)CNC(=O)COC(=O)Cc1ccc(Cl)cc1
  9, 0, 2, i, -3, 18, -8, 3, 0, -4
> O=C(c1ccccc1)N1CCN(c2ncnc3c(-c4ccccc4)nsc23)CC1
  -4, -3, 11, i, 1, 24, 4, 8, 3, 28
> O=C(OCn1nnc2ccccc2c1=O)C1=COCCO1
  6, -3, 0, i, 3, 1, -2, -1, 0, 9
> Cc1nn(C(C)C(=O)Nc2ccccc2Cl)c(=O)c2nn(-c3ccccc3)c(C)c12 (stereo not given)
  -3, -2, 6, i, 0, 31, -3, -3, -1, -1

Quoted at random: five entries already listed, in no set order.
Order of values – DYRK1A inh, GSK3 alpha inh, Platelet DG rel, PolyA inh, HDAC3 inh, AI-2 QS mod, HSF1 inh, GSK3B inh, HSP90 inh, HSF-1 act
> C[C@H]1CN=C(Nc2ccccc2)N1CC1CCCCC1
  -4, -1, -3, i, 1, 11, 2, -3, -6, 6
> NC(=O)c1c(NC(=O)c2cnccn2)sc2c1CCCC2
  4, 2, 2, i, 6, 34, 23, 3, 0, 22
> O=C(c1ccccc1)N1CCN(c2ncnc3c(-c4ccccc4)nsc23)CC1
  -4, -3, 11, i, 1, 24, 4, 8, 3, 28
> Cc1nn(C(C)C(=O)Nc2ccccc2Cl)c(=O)c2nn(-c3ccccc3)c(C)c12 (stereo not given)
  -3, -2, 6, i, 0, 31, -3, -3, -1, -1
> COC(=O)CNC(=O)COC(=O)Cc1ccc(Cl)cc1
  9, 0, 2, i, -3, 18, -8, 3, 0, -4

The listing continues.
Order of values – DYRK1A inh, GSK3 alpha inh, Platelet DG rel, PolyA inh, HDAC3 inh, AI-2 QS mod, HSF1 inh, GSK3B inh, HSP90 inh, HSF-1 act
> CCOC(=O)C1=C(N)Oc2cc(O)ccc2C1c1cccc(Cl)c1 (stereo not given)
  -5, -3, 14, i, -9, -13, 1, 2, 2, 12
> NC(=O)c1ccc(N2CCN(S(=O)(=O)c3ccccc3)CC2)c([N+](=O)[O-])c1
  ., -10, -5, i, -5, -2, -4, 1, -2, -8
> O=C1c2[nH]nc(-c3ccccc3O)c2C(c2cccc(Cl)c2)N1CC1CCCO1 (stereo not given)
  -4, 2, 8, i, ?, 11, 7, -2, 0, 10
> CC(=O)Nc1cccc(NC(=O)CCn2cnc3cc(C)c(C)cc32)c1
  -1, 2, -3, i, 3, 12, -16, -3, -2, -18
> CCC(C(=O)NCc1ccco1)N(C(=O)CNS(=O)(=O)c1ccccc1)c1ccc(F)cc1 (stereo not given)
  3, -1, -5, i, -7, 31, 9, 0, -5, -4
> CC(C)(C)OC(=O)NCCc1nnc(SCc2c(Cl)cccc2Cl)o1
  -5, -5, 1, i, 10, -5, 3, 1, 1, 21
> CCCCNS(=O)(=O)c1ccc2nc(SCC(=O)c3ccc(C#N)cc3)[nH]c2c1
  7, 0, -2, i, 3, 0, 10, 1, -4, 24
> Cn1nc(C(F)(F)F)cc1-c1ccc(S(N)(=O)=O)s1
  -6, 7, 6, i, ., 26, -8, -3, 1, -28
> CCn1ccnc1[C@@H]1C[C@H]2CN(c3ccccc3OC)C(=O)[C@]23CCCN13
  -19, 2, 3, i, -2, -12, -6, 0, 3, -11
> CCNC(=S)Nc1ccc(N(c2ccccc2)C(C)C)cc1
  -2, -1, 10, i, -1, 14, 0, 1, 2, -3
> COc1ccc(-c2nn(-c3ccccc3)cc2/C=N/n2cnnc2)cc1OC
  6, -3, -8, i, -1, 26, 23, -4, 4, 20
> O=c1c2ccccc2ncn1-c1ccc(Cl)cc1[N+](=O)[O-]
  5, 1, -4, i, -1, 14, 5, 0, -1, -3
> C/C(=N\S(=O)(=O)c1ccc(C)cc1)N(C)C
  ., ., -2, i, -8, 11, -7, 2, -1, -3
> CC(C)(C)OC(=O)n1cc(C(=O)c2ccccc2O)cn1
  -1, -2, 2, i, -3, 39, 0, -1, -3, 3
> O=C1c2ccccc2S(=O)(=O)N1CC(O)Cn1c2ccccc2c2ccccc21 (stereo not given)
  7, 4, 1, i, -7, 18, 22, 1, 0, 43
> COCC(C)NC(=O)COCc1cc(-c2ccc3c(c2)OCO3)on1 (stereo not given)
  1, 2, -3, i, 8, 2, -2, 0, 0, -9
> CCOC(=O)Cn1c(SC)nc2sc3c(c2c1=O)CC(C)(C)OC3
  -4, 1, 0, i, 1, 24, -9, -1, -5, -12
> CCN(CC)c1ccc(N2C(=O)/C(=C/c3cccnc3)SC2=S)cc1
  -2, 0, 9, i, -7, 17, 7, 0, -1, 19
> CCOC(=O)c1c(C)[nH]c(C(=O)N/N=C\c2ccccc2O)c1C
  -2, 5, -3, i, 14, 14, -10, 0, 1, 0
> Cc1nc([N+](=O)[O-])c(C(=O)OCc2ccc(C#N)cc2)n1C
  -2, -2, 10, i, -1, 6, -5, 0, -7, 0

The list continues.
| compound | DYRK1A inh | GSK3 alpha inh | Platelet DG rel | PolyA inh | HDAC3 inh | AI-2 QS mod | HSF1 inh | GSK3B inh | HSP90 inh | HSF-1 act |
| --- | --- | --- | --- | --- | --- | --- | --- | --- | --- | --- |
| COC(=O)c1sc(N2CCN(c3ccc(Cl)cc3)CC2)nc1N | 5 | -2 | 0 | i | 1 | 24 | 15 | -2 | 6 | 12 |
| C/C(CC(=O)Nc1ccc(Cl)cn1)=N\NC(=O)Cc1cccs1 | 0 | -4 | 10 | i | 5 | 16 | 12 | -4 | -6 | 16 |
| Cc1c(CCO)c(=O)[nH]n1C(=O)c1ccc(F)cc1 | 6 | 1 | 2 | i | 1 | 22 | 5 | 1 | -2 | 8 |
| COCCCNC1=C(Cl)C(=O)c2ccccc2C1=O | . | 11 | -5 | . | -1 | 23 | 18 | -12 | 8 | 46 |
| CCCC/S(C)=N/S(=O)(=O)c1ccc(C)cc1 (stereo not given) | -5 | -2 | -2 | i | -1 | 0 | -5 | -2 | 1 | 9 |
| O=C1CC(C(=O)N2CCN(S(=O)(=O)c3cccc(F)c3)CC2)CN1Cc1ccccc1Cl (stereo not given) | -8 | -7 | -24 | i | -2 | 18 | -5 | 2 | . | -11 |
| CCOc1ccc(C(O)Cn2c(=N)n(CCN3CCCCC3)c3ccccc32)cc1 (stereo not given) | . | 2 | -2 | i | 10 | 39 | -2 | -4 | 2 | 5 |
| NS(=O)(=O)c1ccc(CCNc2ccccc2[N+](=O)[O-])cc1 | 28 | 0 | 9 | i | 2 | 27 | -4 | 3 | -3 | 6 |
| COc1ccccc1CNC(=O)C(NC(=O)C1CCCCC1)C(C)C (stereo not given) | -7 | -1 | -1 | i | 9 | 12 | -10 | 2 | . | -9 |
| CCCC(=O)Nc1ccc2nc(C)n(Cc3ccccc3Cl)c(=O)c2c1 | 19 | -1 | -2 | i | -5 | 1 | -3 | 1 | -1 | 0 |
| O=C(N/N=C/c1ccc(OC2CSC2)cc1)c1ccccc1 | 1 | -2 | 10 | i | 0 | 9 | 13 | -1 | -4 | 28 |
| CCOc1cc(/C=N/Nc2nncc(-c3ccccc3)n2)ccc1O | 3 | 2 | 3 | i | 9 | 31 | -9 | 1 | 1 | -4 |
| CC(C)(Oc1ccc(Cl)cc1)C(=O)OCC(=O)N1CCCC1 | -4 | 1 | 5 | i | -1 | 3 | 5 | -2 | -3 | 6 |
| CCOc1ccc(NC(=O)CN2C(=O)C3CCCN3C2=O)cc1 (stereo not given) | . | 0 | 1 | i | 4 | -25 | 4 | -2 | -1 | 20 |
| COc1ccc(NC(=O)CN(C)C(=O)c2cccc(S(=O)(=O)N3CCCc4ccccc43)c2)cc1 | -2 | -2 | 1 | i | 6 | 2 | 11 | 2 | . | 17 |
| CCOc1ccc(CCNC(=O)Cn2c(=O)c3cccn3c3cccnc32)cc1 | 7 | 1 | 4 | i | 6 | 16 | 2 | -4 | -5 | -17 |
